High-throughput results (PubChem)
GSTO1 counter = inhibitors of recombinant GSTO1, primary screen, counter-screen for RBBP9 inhibitor project, biochemical, fluorescence polarization; Glutathione S-transferase omega-1 (Homo sapiens), P78417; activity-based probe fluorescence polarization; inhibition, % at 5.96 µM; actives 1.1% (n = 300,000);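 active = inhibition above the campaign mean inhibition plus 3 SD, cut at about 35% in these data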;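 note: 0% = GSTO1-1 with DMSO and 100% = wells lacking GSTO1-1 enzyme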
PAFAH1B2 inh = PAFAH1B2 enzyme inhibitors, primary screen, biochemical, fluorescence polarization, human; Platelet-activating factor acetylhydrolase IB subunit alpha2 (Homo sapiens), P68402; recombinant PAFAH1B2, FP-rhodamine activity probe; inhibition, % at 3.39 µM; actives 1.2% (n = 340,000); AID 492953, 2010;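 active = inhibition above the mean of all tested compounds plus 3 SD, cut at about 24% in these data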;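 note: 0% = enzyme with DMSO and 100% = wells lacking PAFAH1B2; many of its hits are not listed in these tables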
Target sequence (P68402 whole entry, looked up): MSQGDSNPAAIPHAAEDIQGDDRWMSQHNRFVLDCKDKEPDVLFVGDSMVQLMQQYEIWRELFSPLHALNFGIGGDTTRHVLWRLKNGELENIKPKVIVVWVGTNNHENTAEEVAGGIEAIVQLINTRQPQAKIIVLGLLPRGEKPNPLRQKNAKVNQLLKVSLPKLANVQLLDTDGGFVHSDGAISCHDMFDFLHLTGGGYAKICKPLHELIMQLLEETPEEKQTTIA
pPAFAH FP inh = pPAFAH enzyme inhibitors, primary screen, biochemical, fluorescence polarization, human. inhibition, % at 3.39 µM. recombinant pPAFAH, FP-rhodamine probe fluorescence polarization. AID 463082, 2010. Platelet-activating factor acetylhydrolase (Homo sapiens), Q13093. actives 1.5% (n = 330,000);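 active = inhibition above the mean inhibition across the screen plus 3 SD, cut at about 25% in these data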;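 note: inhibitors block binding of the rhodamine activity-based probe so polarization drops; 0% = enzyme with DMSO and 100% = wells lacking pPAFAH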
PME-1 inh = PME-1 inhibitors via competitive probe labeling, primary screen, biochemical, fluorescence polarization, FP-Rh probe, HTS | inhibition, % at 5.9 µM | recombinant PME-1 | actives 0.53% (n = 320,000);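 active = inhibition above the campaign mean of all compounds plus 3 SD, cut at about 26% in these data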;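 note: competitive labeling of PME-1 active site by serine hydrolase directed probe; 0% = PME-1 with DMSO and 100% = wells lacking PME-1 enzyme; inhibitors block probe labeling so polarization falls and inhibition rises; many of its hits are not listed in these tables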
Fam108B counter = mouse Fam108B serine hydrolase inhibitors, primary screen, counter-screen for RBBP9 inhibitor project, biochemical, fluorescence polarization; inhibition, % at 9.51 µM; actives 0.33% (n = 300,000); recombinant Fam108B, FP-Rh probe fluorescence polarization; AID 1947, 2009;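 active = inhibition above the screen mean inhibition plus 3 SD, computed separately per campaign, cut at about 18% in these data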;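 note: inhibitors lower polarization as less probe binds the enzyme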
PAFAH2 FP inh = PAFAH2 enzyme inhibitors, primary screen, biochemical, fluorescence polarization, human. recombinant PAFAH2, FP-rhodamine activity probe. inhibition, % at 3.39 µM. actives 0.99% (n = 340,000). AID 492956, 2010;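 active = inhibition above the mean over all tested compounds plus 3 SD, cut at about 30% in these data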;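 note: inhibitors block probe labeling of enzyme so polarization drops; 0% = enzyme with DMSO and 100% = wells lacking PAFAH2 protein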
PAD4 FP inh = human PAD4 inhibitors, primary screen, biochemical, fluorescence polarization, 1536-well format. recombinant PAD4, RCA probe fluorescence polarization. inhibition, % at 6.36 µM. actives 0.41% (n = 330,000);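 active = percent inhibition above a cutoff equal to the mean of all tested compounds plus 3 SD, cut at about 15% in these data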;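 note: 0% = PAD4 with RCA probe and DMSO and 100% = probe without PAD4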
Target sequence (Q9UM07 whole entry, looked up): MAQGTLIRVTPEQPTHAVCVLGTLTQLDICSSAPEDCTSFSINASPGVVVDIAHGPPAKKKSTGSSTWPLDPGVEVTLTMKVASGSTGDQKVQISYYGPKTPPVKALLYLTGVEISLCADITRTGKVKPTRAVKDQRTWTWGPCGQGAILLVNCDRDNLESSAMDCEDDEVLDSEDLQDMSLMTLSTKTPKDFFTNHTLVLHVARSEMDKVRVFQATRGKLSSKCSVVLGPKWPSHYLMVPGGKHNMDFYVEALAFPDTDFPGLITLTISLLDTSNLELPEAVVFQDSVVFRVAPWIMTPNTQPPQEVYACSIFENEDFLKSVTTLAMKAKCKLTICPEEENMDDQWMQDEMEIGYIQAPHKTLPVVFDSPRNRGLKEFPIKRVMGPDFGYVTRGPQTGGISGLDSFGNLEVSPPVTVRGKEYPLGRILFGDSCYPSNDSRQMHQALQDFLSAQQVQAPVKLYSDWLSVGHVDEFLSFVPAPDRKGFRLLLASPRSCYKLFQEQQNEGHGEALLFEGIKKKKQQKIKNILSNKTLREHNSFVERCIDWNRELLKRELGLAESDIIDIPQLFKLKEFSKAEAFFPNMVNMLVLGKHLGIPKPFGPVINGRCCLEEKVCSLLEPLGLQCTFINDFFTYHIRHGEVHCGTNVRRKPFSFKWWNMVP
PAFAH1B3 inh = PAFAH1B3 enzyme inhibitors, primary screen, biochemical, fluorescence polarization, human; Platelet-activating factor acetylhydrolase IB subunit alpha1 (Homo sapiens), Q15102; actives 0.28% (n = 340,000); inhibition, % at 3.39 µM; recombinant PAFAH1B3, FP-rhodamine probe; AID 492972, 2010;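 active = inhibition above the screen-wide average of all tested compounds plus 3 SD, cut at about 25% in these data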;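 note: 0% = enzyme with DMSO only and 100% = wells lacking PAFAH1B3 protein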
LYPLA1 counter = LYPLA1 inhibitors, primary screen, counter-screen for PME1 inhibitor project, biochemical, fluorescence polarization, FP-Rh probe ABPP; Acyl-protein thioesterase 1 (Homo sapiens), O75608; recombinant LYPLA1; inhibition, % at 5.9 µM; actives 0.16% (n = 320,000); AID 2174, 2009;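 active = inhibition above the mean of all tested compounds plus 3 SD, set per campaign, cut at about 14% in these data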;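 note: inhibitors block serine hydrolase probe labeling of LYPLA1 so polarization falls; 0% = enzyme with DMSO and 100% = wells lacking LYPLA1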
Target sequence (O75608 whole entry, looked up): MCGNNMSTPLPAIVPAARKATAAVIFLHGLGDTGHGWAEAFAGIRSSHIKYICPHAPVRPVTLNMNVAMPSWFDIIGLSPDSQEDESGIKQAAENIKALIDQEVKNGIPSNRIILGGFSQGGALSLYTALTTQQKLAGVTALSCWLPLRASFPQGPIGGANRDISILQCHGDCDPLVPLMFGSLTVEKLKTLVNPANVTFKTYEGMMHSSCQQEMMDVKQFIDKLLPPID
* = called active by the depositor; · = no result given.

SMILES	GSTO1 counter	PAFAH1B2 inh	pPAFAH FP inh	PME-1 inh	Fam108B counter	PAFAH2 FP inh	PAD4 FP inh	PAFAH1B3 inh	LYPLA1 counter
O=C(NCc1nnc(SCC(=O)N2CCC(Cc3ccccc3)CC2)o1)c1ccccc1F	3	4	8	3	-1	1	-2	6	5
Cc1ccc(OCC(=O)NCc2cccs2)c([N+](=O)[O-])n1	-1	-1	4	-12	-2	-7	-7	5	-3
O=[N+]([O-])c1cc(Cl)cc(C2=NCCN2)c1	8	2	-4	-1	-2	-5	0	0	0
COc1ccc(NS(=O)(=O)c2ccc3c(c2)NC(=O)C(C)S3)cc1 (centres undefined)	33	9	6	2	0	0	1	10	0
CCCNc1cc(=S)nc(N)[nH]1	1	2	3	-8	7	9	-1	4	0
CC1Cc2ccccc2N1C(=O)CSc1nnnn1Cc1ccccc1 (centres undefined)	4	4	3	-3	3	1	1	-3	-2
O=C(NCc1cccnc1)c1ccccc1Br	5	2	1	-7	11	-4	-1	-7	0
O=C(Nc1nc2ccc(F)cc2s1)c1cccs1	-6	-5	7	-5	-15	19	3	7	-4
O=C(CSC1=NC(=O)C(c2ccccc2)C(=O)N1)Nc1ccccc1[N+](=O)[O-] (centres undefined)	16	-2	1	0	0	2	2	7	1
COc1ccc(-c2ccc(Nc3ccc(C(=O)N4CCOCC4)cc3)nn2)cc1OC	-1	1	4	-7	1	3	-1	-1	4
Cc1ccc(C)c(N2CCN(c3nc4ccccc4c(=O)n3Cc3ccccc3)CC2)c1	0	4	2	-7	0	-5	-2	-2	-1
CCOC(=O)C(C)N(c1ccccc1Cl)S(C)(=O)=O (centres undefined)	3	5	4	-3	-4	-1	3	5	3
COCC(=O)OC/C(O)=C(\C#N)c1nc2ccccc2[nH]1	19	5	4	0	4	-4	-4	5	3
CCc1ccc(N2CCN(C(=O)N3CCOCC3)CC2)cc1	10	4	3	0	2	0	-7	-6	-1
Cc1ccc2c(c1)NC(=O)C(CC(=O)N(C)Cc1ccccc1)O2 (centres undefined)	12	6	1	4	0	-3	1	8	4
Nc1nnc(SCC(=O)NCC(=O)Nc2ccc(F)c(F)c2F)s1	·	4	0	5	·	-4	1	7	-4
COc1ccc(CCNC(=O)C/C(C)=N/NC(=O)c2ccc(N)cc2)cc1OC	-5	-2	2	2	0	-3	-1	2	-1
COc1cc2c(cc1O)CC[n+]1cc3c(OC)c(OC)ccc3cc1-2	-8	-1	2	4	-1	4	2	2	-1
OC(COc1ccc2c(c1)CCC2)CN1CCN(c2ccccc2F)CC1 (centres undefined)	3	0	1	6	-2	1	1	-8	-4
COc1ccc(NC(=O)c2coc3ccccc23)cc1OC	1	2	4	0	2	5	-5	-4	1
O=c1c2ccc(Cl)cc2[nH]c(=S)n1Cc1cccnc1	11	0	-6	-15	-1	-2	0	8	-1
O=C(CSc1nc2ccsc2c(=O)n1Cc1ccc(C(=O)O)cc1)NCc1ccco1	2	3	-2	6	6	-1	4	2	4
COc1cccc(C(=O)C2CCCN(Cc3cn[nH]c3C3CCCCC3)C2)c1 (centres undefined)	-3	·	-1	-3	2	·	-1	·	-2
CN(CCOc1ccc(-c2ccn(S(=O)(=O)c3c(Cl)cccc3Cl)n2)cc1)c1ccccn1	-3	-5	6	-8	-2	-15	-2	1	-2
CCCCN1C(=O)C(=O)N(CC(=O)NC2CCCc3ccccc32)C1=O (centres undefined)	0	-2	-6	-1	-3	0	3	4	-1
CCCCc1cc(=O)oc2c(C)c(OCC(=O)NCc3ccccn3)ccc12	-9	0	1	-2	-4	0	-2	11	0
CC1Cc2ccccc2N1C(=S)Nc1cccc(S(=O)(=O)N(C)C)c1 (centres undefined)	-1	4	-7	13	3	-3	-5	1	-2
CCCN1CCC(=NNc2ccc(S(=O)(=O)N3CCOCC3)cc2[N+](=O)[O-])CC1	-2	0	3	5	4	5	5	6	8
CCCCCC(=O)N(CN1C(=O)CCC1=O)c1ccccc1	10	3	1	-4	3	-7	-1	2	4
Cc1cccc(CN2C(=O)c3ccccc3Sc3ccc(C(=O)NCCCN4CCOCC4)cc32)c1	0	3	3	0	1	-1	-3	5	0
Cn1c(NC(=S)Nc2ccccc2)nc2ccccc21	2	0	-4	-5	-3	-7	-3	13	2
C[C@H](CS)C(=O)N1CCC[C@H]1C(=O)O	4	3	-4	2	-5	7	-6	9	-2
COCc1nnc(NC(=O)C2CC(=O)N(CCc3ccc(F)cc3)C2)s1 (centres undefined)	-2	14	-4	-2	-2	-3	-9	6	3
Nc1nonc1C(=O)NCCNC(=O)c1cccs1	-1	6	5	1	-3	3	7	0	0
Cn1c(=O)c2c(nc(N3CCN(Cc4ccccc4)CC3)n2CCCc2ccccc2)n(C)c1=O	-4	0	8	-3	-11	14	-3	1	0
Cc1ccc(-c2nn(-c3ccccc3)cc2C=C2C(=O)CC(C)(C)CC2=O)cc1	-12	12	5	3	1	22	4	1	2
O=C(c1cc2cc(F)ccc2[nH]1)N1CCCC(Nc2ccc(F)cc2)C1 (centres undefined)	21	9	5	0	7	5	-6	0	2
COc1ccc(S(=O)(=O)N(C)Cc2cccs2)cc1Br	-2	0	3	4	3	4	4	2	-4
CNC(=O)c1cn(-c2ccc(Cl)cc2)c(=O)c2ccccc12	-9	2	2	-2	-1	1	-1	-2	-4
O=c1cc(-c2c(F)c(F)c(F)c(F)c2F)oc2ccccc12	-59	3	-2	3	-11	4	5	-103	-2
COc1ccc(S(=O)(=O)N2CCC(N3CCN(c4ccccc4)CC3)CC2)cc1	3	·	4	1	1	·	0	·	0
COc1ccc(C)cc1Nc1nc(-c2c(C)[nH]c3ccccc23)cs1	0	-4	8	5	4	10	-16	8	-6
Nc1nc(O)c(Sc2ccccc2[N+](=O)[O-])c(=O)[nH]1	8	-2	2	6	7	1	0	2	0
CC(C)C[C@H](NC(=O)CCCn1nnc2ccccc2c1=O)C(=O)O	-1	2	3	5	3	13	3	-4	1
CSCCC(NC(=O)c1ccccc1)C(=O)N1CC(C)OC(C)C1 (centres undefined)	·	3	0	2	·	0	3	4	-1
O=C(NCCc1csc(-c2cccnc2)n1)c1ccc(Cl)cc1	4	-2	0	0	-2	-1	1	-4	-1
Cc1cc(C)n(-c2nc3ccccc3nc2N2CCCCCC2)n1	-4	-2	-1	1	0	-1	4	2	2
CCc1ccc(Oc2coc3cc(O)ccc3c2=O)cc1	-4	1	8	2	1	6	6	-1	-5
Cc1ccccc1OCC(=O)Nc1ccc2c(c1)ncn2C	1	2	3	0	-1	0	3	2	1
CN(C(=O)c1ccco1)c1nnc(C23CC4CC(CC(C4)C2)C3)s1	-9	13	2	6	-1	9	-1	-7	0
(cont.)
SMILES	GSTO1 counter	PAFAH1B2 inh	pPAFAH FP inh	PME-1 inh	Fam108B counter	PAFAH2 FP inh	PAD4 FP inh	PAFAH1B3 inh	LYPLA1 counter
CC(C)(C)OC(=O)N[C@@H](C(=O)OC(C)(C)C)c1ccc(C(F)(F)F)cc1	·	-2	1	-4	·	-5	-4	5	3
Cn1c2c(c(=O)n(C)c1=O)CN(CCCN1CCOCC1)CN2	3	-3	6	6	-2	0	1	0	4
CCCSc1ncc(Cl)c(C(=O)Nc2ccc(S(=O)(=O)N3CC(C)OC(C)C3)cc2)n1 (centres undefined)	-10	-4	7	-19	-19	-10	-3	-4	-16
COC(=O)c1nnn(-c2cc(Cl)cc(Cl)c2)c1C(=O)OC	-6	7	6	-2	2	6	-2	1	-8
C=CCNC(=O)/C(C#N)=C\c1cc(Cl)c(OCC)c(OC)c1	1	4	-2	5	-5	3	0	3	-3
COc1ccc(CN2C(=O)NC3(CCCCC3)C2=O)cc1F	7	7	1	-2	-1	2	3	5	4
CC(=O)C1=C(O)C(=O)N(c2ccc(O)cc2)C1c1ccc(Cl)cc1 (centres undefined)	-5	6	3	-1	2	-2	-2	-2	0
CCOC(=O)c1cnc2c(C(F)(F)F)cccc2c1NCCCN1CCOCC1	-2	3	3	-6	-4	-4	3	5	0
O=C(Cn1c(=O)c2sccc2n(Cc2ccc([N+](=O)[O-])cc2)c1=O)NCCc1ccccc1	-5	10	5	4	3	-4	-4	0	6
Cc1nn(Cc2ccccc2Cl)c(C)c1NC(=O)c1noc(C(C)C)c1[N+](=O)[O-]	9	0	5	2	-1	2	-1	5	1
COc1ccc(-c2noc(N3CCC(C(=O)Nc4cc(OC)c(OC)c(OC)c4)CC3)n2)cc1	5	3	6	-2	-1	2	0	11	3
Cc1cccc(/C=N/NC(=O)c2cc(Br)ccc2O)n1	-11	4	5	-9	4	5	-5	8	-6
CN(CC(=O)Nc1c(Cl)cccc1Cl)C(=O)CCC1CCCC1	0	2	-2	7	-8	2	-4	6	5
CC(C)=N/N=c1\scc(C)n1Cc1ccco1	8	5	6	-5	1	4	-8	8	3
CCCCC(=O)Nc1cccc(NC(=O)c2cccc(Br)c2)c1	-9	-3	-7	-12	-2	-6	1	4	-10
O=[N+]([O-])c1ccccc1CCc1cnc(Cl)s1	4	2	3	1	-3	7	1	10	-3
Cc1ccccc1-c1nnn(CC(=O)NC(=O)NC2CCCC2)n1	·	-1	1	·	·	1	0	13	·
Cc1cc(C)cc(OCC(=O)Nc2ccc(N3CCN(S(C)(=O)=O)CC3)cc2)c1	-2	-2	2	1	7	-8	1	3	-1
CN(Cc1ccccn1)C(=O)c1ccc2nc(Cc3cccc(Cl)c3)oc2c1	7	3	5	-3	-1	3	-7	2	-4
Cc1ccc(/C=N/NC(=O)c2ccccn2)o1	5	-2	0	-6	2	2	-2	5	-1
CC(NC(=O)COc1cccnc1[N+](=O)[O-])c1ccc(Cl)cc1Cl (centres undefined)	7	11	8	0	3	10	-2	9	2
O=C(c1cc(S(=O)(=O)N2CCOCC2)ccc1F)N(Cc1nnc(-c2ccccc2Cl)o1)C1CC1	6	2	0	-3	-2	-6	0	1	1
CCOc1ccc(NC(=O)Cn2sc3nc(C)cc(C)c3c2=O)cc1	22	4	-3	-4	2	-5	-1	-2	-2
O=C(CN1CCN(S(=O)(=O)c2ccc(F)cc2)CC1)N1CCOCC1	12	5	-1	-1	-9	2	5	15	1
COCCNC(=O)COc1ncnc2ccc(Br)cc12	2	1	3	5	2	-1	-6	2	-2
C=C(C)CSc1nnc(-c2cccc(S(=O)(=O)N(C)C)c2)n1-c1cc(OC)ccc1OC	2	1	0	5	5	-3	1	0	2

2 entries from above, as labelled records:
O=C(c1cc(S(=O)(=O)N2CCOCC2)ccc1F)N(Cc1nnc(-c2ccccc2Cl)o1)C1CC1
  GSTO1 counter: 6
  PAFAH1B2 inh: 2
  pPAFAH FP inh: 0
  PME-1 inh: -3
  Fam108B counter: -2
  PAFAH2 FP inh: -6
  PAD4 FP inh: 0
  PAFAH1B3 inh: 1
  LYPLA1 counter: 1

CCOc1ccc(NC(=O)Cn2sc3nc(C)cc(C)c3c2=O)cc1
  GSTO1 counter: 22
  PAFAH1B2 inh: 4
  pPAFAH FP inh: -3
  PME-1 inh: -4
  Fam108B counter: 2
  PAFAH2 FP inh: -5
  PAD4 FP inh: -1
  PAFAH1B3 inh: -2
  LYPLA1 counter: -2

An excerpt; rates above refer to the full screens.
